TCR act – T cell receptor activation; 330,000 tested, under 10 active; primary human leukocytes, anti-CD3, IL-2 HTRF, 48 h; Potency, µM (doses to about 9.22 µM), without a hit: top-dose activation of IL-2 secretion, actives largely listed as activators; further: % of control where 0% means no effect
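Primary human leukocytes receive a-CD3 beads and test compound and are incubated 48 hr. Secreted IL-2 is then assayed by HTRF, measuring 665nm acceptor emission after 320nm excitation of the europium donor.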
FBPA coupling cs – inhibits coupling enzyme system, counter-screen for aldolase hits. coupling enzyme system counterscreen, AmpLite Red fluorescence. activity change, negative = inhibition, % at 58.2 µM, hits read low. 0.67% of 290,000 active; in the data active means activity change below about -30%; further: on the % scale 0 is the no-effect control and ±100 the full control effect
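Activity here indicates interference with the coupling reaction, not aldolase inhibition. Compounds at 57.5 uM final met coupling enzymes for 10 min at RT; substrate and AmpLite Red detection followed, with a 525/598 nm fluorescence read after 20 min.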
MLL CXXC-DNA inh – inhibitors of human MLL CXXC domain-DNA interaction. Potency, µM (top dose mostly 115 µM), for the others: at the highest dose activity change, negative = inhibition, actives largely listed as inhibitors. MLL-CXXC / FITC-HOXA9 DNA fluorescence polarization. Q03164. 0.037% of 290,000 active. AID 2662; active means well fitted inhibition curve with a large enough effect in the polarisation, with a control signal flat, not every such curve was filed as active; inconclusive means small, poorly fitted or top-dose-only effect, or effect the other way, or a change in a side signal; inactive means no such curve, though single readings can be large or run the other way; the % refers to the polarisation; further: potency means the concentration at half of the fitted maximal effect
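Purified MLL-CXXC (added from a 7 uM solution) was preincubated 5 min at ambient with pinned compounds in 50 mM Tris-HCl pH 7.5, 50 mM NaCl, 1 mM DTT, 0.05% BSA. Fluorescein-labeled HOX-A9 DNA (50 nM solution) followed, 30 min, then polarization read.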
TSHR antagonist – blocks TSH signaling through the human TSH receptor; 0.2% of 330,000 active; activity change, negative = inhibition, % at 11.5 µM; P16473; TSHR-expressing cells, TSH-stimulated cAMP HTRF, 2 h; stronger effect = lower value; AID 504810;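 active means activity change below a set negative limit, meaning inhibition stronger than a set level, cut at about -70% in these data; inconclusive means activity change between two set negative limits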; further: on the % scale 0 is the no-effect control and ±100 the full control effect
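Read-out is FRET at 665 nm (cryptate excitation 337 nm) from a cryptate-tagged anti-cAMP antibody, competed by cell cAMP against cAMP-d2. Compounds are tested on freshly harvested TSHR cells challenged with 4nM TSH (EC80) for 2 hours at 37 deg C.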
GALK inh – blocks human galactokinase activity; P51570; Purified GALK, Kinase-Glo residual ATP luminescence; Potency, µM (series often up to 57.5 µM), for inactives: top-dose activity change, negative = inhibition, actives largely listed as inhibitors; 0.007% of 270,000 active; AID 1868; further: potency means the concentration at half of the fitted maximal effect; on the % scale 0 is the no-effect control and ±100 the full control effect
Target sequence (P51570 whole entry, looked up): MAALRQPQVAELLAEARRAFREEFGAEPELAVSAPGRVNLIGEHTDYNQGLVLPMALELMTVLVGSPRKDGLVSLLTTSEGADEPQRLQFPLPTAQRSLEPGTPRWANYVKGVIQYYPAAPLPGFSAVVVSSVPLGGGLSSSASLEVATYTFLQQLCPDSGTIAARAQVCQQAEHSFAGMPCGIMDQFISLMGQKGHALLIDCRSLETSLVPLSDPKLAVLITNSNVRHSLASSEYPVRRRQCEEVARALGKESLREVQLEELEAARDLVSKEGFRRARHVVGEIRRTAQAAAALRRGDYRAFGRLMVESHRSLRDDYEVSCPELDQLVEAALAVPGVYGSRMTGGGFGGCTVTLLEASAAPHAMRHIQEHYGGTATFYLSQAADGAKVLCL
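Galactose (100 uM) and ATP (35 uM) were turned over by 5 nM GALK for 1 h at RT. Kinase-Glo Plus then converted the remaining ATP into a luminescent signal.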
Tb PFK inh – inhibitors of T. brucei phosphofructokinase. O15648. T. brucei PFK, ADP-Glo luminescence. Potency, µM (titrated, usually from 57.5 µM), without a hit: at the highest dose activity, negative = inhibition, usual class: inhibitors. 0.17% of 330,000 active;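 further: potency means the concentration at half of the fitted maximal effect; 0% = uninhibited 1x PFK enzyme wells and -100% = no-enzyme wells; nearly all actives have a fitted effect of over 60% in size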
Target sequence (O15648 whole entry, looked up): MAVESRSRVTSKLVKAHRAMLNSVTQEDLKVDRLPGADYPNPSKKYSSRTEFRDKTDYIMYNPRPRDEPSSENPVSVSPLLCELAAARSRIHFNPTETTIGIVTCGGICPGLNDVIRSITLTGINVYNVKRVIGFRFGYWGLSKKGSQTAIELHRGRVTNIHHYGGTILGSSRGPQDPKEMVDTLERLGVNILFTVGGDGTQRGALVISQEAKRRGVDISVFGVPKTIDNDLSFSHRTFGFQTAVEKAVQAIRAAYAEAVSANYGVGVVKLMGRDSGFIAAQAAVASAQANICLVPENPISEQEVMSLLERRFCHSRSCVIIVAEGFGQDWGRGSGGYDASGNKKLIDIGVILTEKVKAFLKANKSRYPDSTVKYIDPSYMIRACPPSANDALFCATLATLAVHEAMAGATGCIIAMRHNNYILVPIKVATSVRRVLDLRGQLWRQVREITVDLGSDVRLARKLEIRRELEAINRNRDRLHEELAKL
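ADP-Glo luminescence quantified ADP after 45 min at room temperature, with 1.25 nM T. brucei PFK, 0.1 mM ATP and 0.5 mM fructose-6-phosphate in pH 8.0 TEA buffer. qHTS titrations up to 57 µM; curves classified by quality.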
BCR signal inh – blocks chronic active B-cell receptor signaling | ABC-DLBCL IkBa-CBG/CBR reporter, luminescence ratio, 4 h | Potency, µM (series often up to 46.1 µM), for the others: at the top dose ratio change, negative = lower green/red ratio, most hits filed as inhibitors | 0.05% of 340,000 active; active means well fitted inhibition curve with a large enough effect in the signal ratio, with a control signal flat, not every such curve was filed as active; inconclusive means small, poorly fitted or top-dose-only effect, or effect the other way, or a change in a side signal; the % refers to the signal ratio;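 further: potency means the concentration at half of the fitted maximal effect; plate controls were basal doxycycline-induced cells for no effect and cells given 10 µM MG132 for full effect; MG132 reads +100%, hits lower the ratio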
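Doxycycline induced both beetle luciferases in TMD8 lymphoma cells; IKK-driven degradation limits the IkappaBalpha-fused green signal, while red luminescence normalises for cell number and nonspecific effects. Compounds tested up to 46 uM, 4 hrs.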
Giardia kill – kills Giardia lamblia | Giardia lamblia trophozoite viability | activity change, % at 7.66 µM, hits read low | 0.15% of 340,000 active; in the data active means activity change below about -80%; inconclusive means between about -30% and that limit;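 further: parasites exposed to compound for two days anaerobically before the ATP read; on the % scale 0 is the no-effect control and ±100 the full control effect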
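Media and compound were dispensed first, then trophozoites at 100 cells/well; plates sat 48 hrs at 37 deg C without oxygen before ATP luminescence reagent was added and read after 15-30 min at room temperature.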
hERG WT inh – KCNH2 (human, wildtype) channel inhibition | Q12809 | U2OS, BacMam KCNH2, thallium flux FluxOr; stronger effect = lower value | activity change, % at 1.84 µM | 0.37% of 340,000 active | AID 720551;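 active means maximum activity change below -70%; inconclusive means maximum activity change between -70% and -50%; inactive means maximum activity change above -50%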; further: on the % scale 0 is the no-effect control and ±100 the full control effect
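U2OS cells transduced with wild-type KCNH2 virus are loaded with FluxOr dye for 45 min, and thallium flux is measured in kinetic reads before and after stimulation buffer. Rate constants are normalized to DMSO controls.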
AT treatment – potential ataxia-telangiectasia treatment | Potency, µM (highest dose often 57.5 µM), inactives show at the highest dose activation, most hits filed as activators | 0.19% of 320,000 active | AID 485349 | […] A-T fibroblasts, KAP-1 phosphorylation AlphaLISA; neocarzinostatin DNA damage 30 min before lysis; further: potency means the concentration at half of the fitted maximal effect; % of control where 0% means no effect; nearly all actives have a fitted effect of over 45% in size
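ATM-like activity read as KAP-1 phosphorylation via AlphaLISA donor/acceptor antibody pairs after lysis and 6 hr at 25C. Cells were ATM-null patient fibroblasts ([…], hTERT), dosed 60 min, then exposed to the DSB inducer NCS for 30 min.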
* marks the source's active call; other numbers are inactive results; ? = inconclusive; / = no result given; & = joins results of further samples; [ ] = dose if it differs, or a comment. Unless noted, the call rests on the fitted dose curve; in most records, active means well fitted curve in the direction sought with a large enough effect; inconclusive means small, poorly fitted or top-dose-only effect, or another doubt; inactive means no such curve, though single readings can be large; an effect the other way counts as inactive or inconclusive.

Preview, 4 compounds:
SMILES	TCR act	FBPA coupling cs	MLL CXXC-DNA inh	TSHR antagonist	GALK inh	Tb PFK inh	BCR signal inh	Giardia kill	hERG WT inh	AT treatment
CCC(=O)Nc1ccc(NC(=O)CSc2nnc(-c3ccc(O)cc3)n2CC2CCCO2)cc1 (stereo not given)	7.5%	3.6	3.3%	10.4	1.0%	-0.8%	1.7%	-6.8	-20.9	4.6%[11.5 µM]
COc1ccc(-c2nnc(SCC(=O)Nc3sc4c(c3C#N)CCCC4)n2-c2ccccc2)cc1	-3.3%[46.1 µM]	0.5	-3.3%	-8.2	-1.4%	-4.4%	-7.7%	9.7	0.1	4.6%
N#Cc1c(/N=C/N2CCOCC2)sc2c1CCCCC2	/	-0.2	0.9%	-0.1	8.6%	-1.2%	-14.8%	-0.8	3.5	3.8%
O=C(COC(=O)CC1CC2CCC1C2)Nc1ccccc1[N+](=O)[O-] (stereo not given)	5.1%	/	/	1.1	/	0.4%	-0.2%	-19.8	1.1	6.9%

The listing (from the top)
SMILES	TCR act	FBPA coupling cs	MLL CXXC-DNA inh	TSHR antagonist	GALK inh	Tb PFK inh	BCR signal inh	Giardia kill	hERG WT inh	AT treatment
CCC(=O)Nc1ccc(NC(=O)CSc2nnc(-c3ccc(O)cc3)n2CC2CCCO2)cc1 (stereo not given)	7.5%	3.6	3.3%	10.4	1.0%	-0.8%	1.7%	-6.8	-20.9	4.6%[11.5 µM]
COc1ccc(-c2nnc(SCC(=O)Nc3sc4c(c3C#N)CCCC4)n2-c2ccccc2)cc1	-3.3%[46.1 µM]	0.5	-3.3%	-8.2	-1.4%	-4.4%	-7.7%	9.7	0.1	4.6%
N#Cc1c(/N=C/N2CCOCC2)sc2c1CCCCC2	/	-0.2	0.9%	-0.1	8.6%	-1.2%	-14.8%	-0.8	3.5	3.8%
O=C(COC(=O)CC1CC2CCC1C2)Nc1ccccc1[N+](=O)[O-] (stereo not given)	5.1%	/	/	1.1	/	0.4%	-0.2%	-19.8	1.1	6.9%
CCN([C@H](CO)CC(C)C)S(=O)(=O)c1ccccc1	3.6%[46.1 µM]	/	/	9.2	/	-3.8%	-0.9%	11.4	-3.8	10.8%
O=C(NC1CCCc2ccccc21)c1ccc(F)cc1F (stereo not given)	-6.5%	1.7	6.5%	8.4	5.4%	-6.0%	?	7.7	-8.2	16.6%
Cc1csc(SCC(=O)Nc2cccc(S(=O)(=O)N3CCOCC3)c2)n1	4.5%	-1.9	-10.8%	1.4	-1.4%	-0.7%	-1.4%	6.5	3.9	-2.0%
CCCn1cnc2c(=O)oc3ccccc3c21	-3.3%[46.1 µM]	-1.2	-3.2%	-4.3	1.6%	-7.7%	-25.9%	-1.0	-6.1	-1.1%
CCOc1ccc(NS(=O)(=O)c2ccc(C(=O)N(CC)CC(=O)NCc3cccs3)cc2)cc1	-2.3%	0.6	4.3%	4.1	-0.4%	-1.9%	3.7%	17.8	6.8	0.3%
O=C(Nc1cccc(S(=O)(=O)N2CCCCC2)c1)c1cc([N+](=O)[O-])ccc1N1CCOCC1	-0.4%	/	/	-9.4	/	7.9%	-5.5%	-8.8	5.4	5.6%
CCC(CC)COC(=O)C1=C(C)NC(=O)NC1c1cc(OC)ccc1OC (stereo not given)	/	0.4	12.1%	18.4	-0.2%	-0.3%	-5.3%	6.4	-6.0	10.2%
CS(=O)(=O)c1ccc(Cl)c(NC(=O)COC(=O)CCN=C2NS(=O)(=O)c3ccccc32)c1	7.6%	/	/	3.9	/	-3.6%	?	6.7	-3.6	10.1%
CC1CCCCC1NC(=O)COC(=O)C12CC3CC(CC(Cl)(C3)C1)C2 (stereo not given)	-25.6%	0.6	-7.4%	-37.0	3.2%	-7.1%	0.3%	19.9	-0.5	-9.2%
Cc1cc(N2C(=O)CC(C(C)c3ccccc3)C2=O)no1 (stereo not given)	-0.8%[46.1 µM]	2.2	-0.6%	-2.6	1.4%	-2.0%	17.3%	-17.8	-1.0	2.3%
N=C1/C(=C\c2ccc(Br)o2)C(=O)N=C2SC(CC(=O)N3CCOCC3)=NN12	-4.2%	4.7	-18.7%	3.6	/	-22.2%	15.8%	?	-8.7	6.3%
O=C(NCCc1ccccc1)C1=CCN(S(=O)(=O)c2ccccc2)CC1	-8.9%	/	17.7%	1.9	8.1%	-0.7%	-9.8%	-12.8	0.9	5.3%
O=c1c(OC2OC(CO)C(O)C(O)C2OC2OC(CO)C(O)C(O)C2OC2OC(CO)C(O)C(O)C2O)c(-c2ccc(O)c(O)c2)oc2cc(O)cc(O)c12 (stereo not given)	6.1%	-10.9	16.0%	9.7	-0.1%	-4.0%	0.4%	-12.9	0.9	-27.0%
C/C(CC(=O)NC1CCCC1)=N\NC(=O)C1CCCCC1	7.2%	0.0	-3.0%	-8.0	-1.5%	0.2%	-6.1%	6.8	-22.0	1.3%
Cc1nc(-c2ccccc2)sc1-c1nc(-c2cccnc2)ncc1S(=O)(=O)c1ccccc1	3.4%	-2.9	-0.7%	0.2	-0.6%	0.0%	?	1.0	-10.3	11.4%
Clc1cccc(-c2ccc(C=Nc3ccc(N4CCOCC4)cc3)o2)c1	-5.2%[46.1 µM]	-3.9	0.1%	0.2	/	-4.2%	-0.4%	-4.3	0.9	0.1%
Cc1cc(C(=O)N/N=C/C(Cl)=C/c2ccccc2)c(C)o1	-2.9%	-14.2	22.3%	-7.4	-5.0%	0.9%	?	?	3.5	2.7%
COc1ccc(/C=N/NC(=O)c2ccc(O)cc2O)cc1CSc1ccccn1	0.2%[46.1 µM]	1.0	4.3%	-5.0	-0.4%	-7.8%	?	-5.5	-3.8	-2.3%
CCN1C(=NCc2cc(OC)c(OC)c(OC)c2)N[C@@H](c2cccc(C(F)(F)F)c2)C(C(=O)OC)=C1C	-4.7%	-2.1	11.0%	4.3&-0.9	/	3.2%&2.0%	?	1.6	-13.9	0.1%&6.5%
COc1ccc(NC(=O)CSCc2ccc(C#N)cc2)c(OC)c1	-6.1%	2.7	3.8%	24.7	-1.4%	7.6%	2.4%	?	-9.2	5.5%
COc1ccc(C(=O)/C=C/c2ccc(O)cc2)c(O)c1C/C=C(\C)CCC=C(C)C	-0.3%	/	/	15.1	/	0.0%	2.0%	-4.2	-1.4	21.0%
CC1CCN(C(=O)COc2cccc3c2CCN(C)C3=O)CC1	-3.8%	0.5	0.7%	-2.9	-2.2%	-0.5%	-10.7%	15.4	-15.7	3.8%
COC(=O)c1c(S(C)(=O)=O)nc(-c2ccccc2)[nH]c1=O	5.2%[46.1 µM]	4.8	-2.2%	-0.4	-2.0%	11.1%	-0.6%	7.6	4.5	8.5%
COc1ccc(/C=C(/NC(=O)c2ccccc2)C(=O)NCc2ccco2)cc1	-3.3%	1.0	24.8%	2.3	-1.6%	0.3%	3.4%	-18.3	1.0	-1.2%
Cc1ccc(S(=O)(=O)N2CCCC2C(=O)n2nc(C)cc2C)cc1 (stereo not given)	12.6%	1.2	-2.6%	18.2	-1.4%	1.6%	?	22.1	-7.9	-6.5%
COc1ccc2cc(C[C@@H]3CC[C@@H](CO)O3)ccc2c1	2.1%[46.1 µM]	/	/	-5.8	/	0.6%	?	?	3.4	-12.4%
CCOC(=O)C1CCCN(C(=O)c2ccc(S(=O)(=O)N3CCOCC3)cc2)C1 (stereo not given)	-7.0%	/	/	4.7	/	23.4%	4.2%	32.6[activator]	11.3	-7.5%
O=C(c1ccco1)N(Cc1cc2ccccc2[nH]c1=O)C1CCCCC1	3.5%	-0.1	2.7%	-5.0	-2.6%	0.4%	-2.7%	16.7	-1.5	8.4%
O=C(NCC1CCCO1)c1ccc(NC(=O)c2cc(F)c(F)cc2Cl)cc1 (stereo not given)	0.5%	2.1	-8.1%	13.1	0.0%	1.0%	-0.5%	4.4	-19.7	-5.5%
COc1cccc(NC(=O)CSc2nc3ccccc3c3nc4ccccc4n23)c1	0.6%[46.1 µM]	3.0	5.4%	3.2	/	2.0%	?	4.4	4.3	-9.0%
O=C(COC(=O)Cc1ccccc1F)Nc1ccc2c(c1)OCCO2	3.0%[46.1 µM]	-5.4	13.0%	-3.0	-0.1%	0.0%	-0.6%	10.1	2.1	/
COc1ccccc1C(=O)Nc1ccc2c(c1)nc(CN1CCCCC1)n2C	0.0%	-4.0	-0.1%	-1.9	-2.4%	-0.9%	?	-20.9	1.9	3.0%

Screening results from PubChem BioAssay.
